EBI2 block: EBI2 receptor antagonists, beta-arrestin recruitment, primary screen, cell-based, luminescence, 7a,25-OHC stimulation, uHTS; G-protein coupled receptor 183 (Homo sapiens), P32249; 7a,25-OHC stimulated; inhibition, % at 5 µM; 0.81% of 360,000 active; AID 651636, 2012; in the data active = inhibition above about 38%;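 also: enzyme fragment complementation signal reports receptor beta-arrestin coupling in cells; 0% = agonist plus DMSO wells and 100% = wells without agonist; some results beyond the cut were filed as inactive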
Target sequence (P32249 whole entry, looked up, the tested form may be a part): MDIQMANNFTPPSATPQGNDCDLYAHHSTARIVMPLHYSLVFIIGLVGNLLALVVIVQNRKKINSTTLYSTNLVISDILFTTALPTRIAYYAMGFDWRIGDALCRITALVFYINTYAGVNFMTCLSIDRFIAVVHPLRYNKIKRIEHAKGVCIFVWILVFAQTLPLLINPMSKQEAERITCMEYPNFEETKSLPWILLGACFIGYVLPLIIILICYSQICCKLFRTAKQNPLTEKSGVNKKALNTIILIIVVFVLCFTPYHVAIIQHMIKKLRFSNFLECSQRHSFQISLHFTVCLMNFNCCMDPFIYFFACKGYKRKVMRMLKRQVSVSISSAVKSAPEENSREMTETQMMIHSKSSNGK
A3A deaminase: APOBEC3A ssDNA deaminase inhibitors, primary screen, selectivity assay for APOBEC3G inhibitor project, biochemical, FAM/TAMRA oligo cleavage fluorescence; DNA dC->dU-editing enzyme APOBEC-3A (Homo sapiens), P31941; recombinant A3A, FAM/TAMRA ssDNA deamination fluorescence; inhibition, % at 20 µM; 0.41% of 330,000 active; AID 493011, 2011;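 active = at least 40% inhibition at 20 µM here, with at most 30% in a related deaminase screen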;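 also: plate controls were A3A with DMSO for no effect and wells lacking A3A enzyme for full effect; some results filed as inactive read as strong as hits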
Target sequence (P31941 whole entry, looked up): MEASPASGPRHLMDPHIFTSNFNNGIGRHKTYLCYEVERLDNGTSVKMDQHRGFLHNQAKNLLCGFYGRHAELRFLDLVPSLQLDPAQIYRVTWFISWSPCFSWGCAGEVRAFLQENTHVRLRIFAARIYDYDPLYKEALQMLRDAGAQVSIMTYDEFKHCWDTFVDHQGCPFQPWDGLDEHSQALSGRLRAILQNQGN
CXCR6 inh: CXCR6 receptor inhibitors, primary screen, cell-based, beta-arrestin, luminescence, CHO-K1 PathHunter, 1536-well; 0.36% of 360,000 active; C-X-C chemokine receptor type 6 (Homo sapiens), O00574; inhibition, % at 20 µM; in the data active = inhibition above about 34%, passing the limit was not always enough;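 also: antagonist mode with CXCL16 agonist at 10 nM final; 0% = 10 nM CXCL16 with DMSO and 100% = unstimulated wells without agonist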
Target sequence (O00574 whole entry, looked up): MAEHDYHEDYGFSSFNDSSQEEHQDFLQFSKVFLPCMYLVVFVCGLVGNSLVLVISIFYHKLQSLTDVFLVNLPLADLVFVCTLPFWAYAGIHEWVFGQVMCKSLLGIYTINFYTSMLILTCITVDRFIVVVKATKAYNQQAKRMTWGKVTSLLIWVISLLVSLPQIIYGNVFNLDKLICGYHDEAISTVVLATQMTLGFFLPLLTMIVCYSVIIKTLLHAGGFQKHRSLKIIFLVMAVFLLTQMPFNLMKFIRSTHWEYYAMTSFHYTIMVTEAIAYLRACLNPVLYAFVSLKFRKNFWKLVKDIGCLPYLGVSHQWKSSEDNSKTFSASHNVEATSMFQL
MPTP inh: mitochondrial permeability transition pore inhibitors, primary screen, biochemical, isolated mouse mitochondria, absorbance; Ca2+ swelling absorbance, 30 min; inhibition, % at 10 µM; 1.4% of 360,000 active;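 active = inhibition of 50% or more, scaled per plate between neutral and stimulator controls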;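 also: 0% = DMSO wells given calcium and 100% = 1 mM EGTA wells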
CCR6 antagonist: CCR6 receptor antagonists, primary screen, cell-based, CHO-K1, luminescence, beta-arrestin, uHTS; inhibition, % at 20 µM; CHO-K1 CCR6 PathHunter beta-arrestin, CCL20-stimulated; 0.49% of 340,000 active; C-C chemokine receptor type 6 (Homo sapiens), P51684; AID 493098, 2011;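 active = compounds whose inhibition of the agonist-driven luminescence signal at 20 µM reaches about 50%, limit read from the data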;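 also: cells stimulated with CCL20 at 14 nM final; plate controls were DMSO with CCL20 for no effect and DMSO without agonist for full effect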
NR3A LBD binder: binders of NR3A ligand-binding domain, primary screen, biophysical, differential scanning fluorimetry, uHTS | Glutamate receptor ionotropic, NMDA 3A (GRIN3A) ligand-binding domain | 2.5% of 340,000 active | AID 1259313, 2017 | Tm shift relative to glycine control, % at 25 µM | NR3A LBD differential scanning fluorimetry, Tm shift; 0% = protein alone, 100% = glycine-bound protein;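 active = melting temperature shift of at least 10% of the positive control shift, at one fixed dose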
A3G deaminase: APOBEC3G DNA deaminase inhibitors, primary screen, biochemical, fluorescence, single-stranded DNA substrate, uHTS. recombinant A3G, ssDNA deamination FAM/TAMRA fluorescence. DNA dC->dU-editing enzyme APOBEC-3G (Homo sapiens), Q9HC16. 0.28% of 330,000 active. inhibition, % at 20 µM;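 active = inhibition of at least 40% at 20 µM, with no more than 30% in the related APOBEC3A deaminase screen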;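 also: plate controls were DMSO wells with A3G for no effect and wells lacking A3G enzyme for full effect; some compounds called inactive have numbers as strong as hits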
Gli-Sufu block: Gli-Sufu pathway antagonists, primary screen, luciferase luminescence, Sufu-KO-LIGHT cells, uHTS | Sufu-KO-LIGHT fibroblasts, Gli luciferase reporter luminescence | inhibition, % at 5 µM | AID 588413, 2011 | 0.74% of 340,000 active;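 active = inhibition above about 55%, limit read from the data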;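 also: 0% = DMSO-treated cells and 100% = wells with medium but no cells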
The depositor's hits bear a star; nt = not tested or not shown.

SMILES | EBI2 block | A3A deaminase | CXCR6 inh | MPTP inh | CCR6 antagonist | NR3A LBD binder | A3G deaminase | Gli-Sufu block
CN[C@H]1CCc2cc(OC)c(OC)c(OC)c2-c2ccc(OC)c(=O)cc21 | -9 | 3 | 1 | -0.9 | 17 | 3 | 1 | 45
Cc1cc(NC(=O)CSc2nnc(C3CC3)n2Cc2ccccc2)no1 | -4 | -4 | 3 | -7.2 | 11 | -1 | -8 | 4
CCOc1cc(C#N)c(NC(=O)c2ccnn2C)cc1OCC | -6 | -1 | -8 | -0.9 | 1 | -1 | -6 | -5
CCOC(=O)c1sc(NC(=O)CN2C(=O)NC3(CCCCCCC3)C2=O)c(C(=O)OCC)c1C | 21 | -2 | 1 | 4.0 | 6 | -2 | -8 | 3
CCS(=O)(=O)N1CCC(NC(=O)c2cc(OC)cc(OC)c2)CC1 | -6 | 2 | -2 | -1.2 | -3 | 1 | -5 | 10
COc1ccc(C2=NOC(Cn3nc(-c4ccccc4)cc3C(=O)NCc3cccc(Br)c3)C2)cc1 (centres undefined) | -5 | -4 | -9 | 0.5 | 4 | -1 | -9 | 10
COC(=O)c1[nH]c2ccc(C)cc2c1NC(=O)c1ccccc1[N+](=O)[O-] | 8 | 1 | 8 | -0.9 | 3 | 4 | 2 | 12
CCOC(=O)C(C)Oc1ccc(NC(=O)C(Cl)Cl)cc1 (centres undefined) | -1 | -6 | 2 | 2.5 | 0 | 2 | -6 | -5
O=C(CSc1nnc(-c2cccnc2)o1)Nc1ccc(Br)cc1 | -1 | 2 | 2 | -0.4 | 12 | 1 | 1 | 3
Cc1ccc(Cl)cc1N1CCN(S(C)(=O)=O)CC1 | -10 | 1 | 1 | -0.7 | 13 | -1 | -1 | 10
Cc1ccccc1NC(=O)COC(=O)CC1CCCC1 | 7 | -5 | 2 | 0.7 | -4 | 1 | -12 | 1
COc1cccc(C(=O)Oc2ccc3c(C)cc(=O)oc3c2C(C)=O)c1 | -8 | 1 | 1 | -0.6 | 18 | -1 | -4 | 8
COC(=O)c1sccc1S(=O)(=O)NC(C)c1cnn(-c2ccc(OC)cc2)c1C (centres undefined) | 2 | -4 | -1 | -0.4 | -7 | 2 | 1 | -1
C=CCOc1ccccc1CN1CCC(CO)(CCOc2ccccc2)CC1 | 8 | -5 | 2 | 0.7 | 0 | -1 | -9 | -14
CCCCOC(=O)C[N+](C)(C)CCOC1CC2CCC1(C)C2(C)C (centres undefined) | 3 | -1 | 6 | 1.0 | 24 | -1 | -5 | 69*
COc1ccc(CC(=O)Nc2cccc(C(=O)O)c2C)cc1 | -4 | -3 | -7 | -0.1 | 0 | -2 | -8 | -12
CN(C)CCCNc1c2ccccc2nc2ccccc12 | -2 | 54* | -2 | -0.6 | 14 | nt | 21 | -23
OC(CNCCNc1ncccc1C(F)(F)F)Cn1ccc2ccccc21 (centres undefined) | -7 | -4 | -11 | 3.2 | -8 | 5 | -8 | 0
O=C(NCCc1ccc2c(c1)OCCO2)c1cc(S(=O)(=O)N2CCCC2)ccc1Br | -15 | nt | 4 | 0.4 | 12 | 0 | nt | 12
CN1CCN(C(=O)CCn2nc(-c3ccccc3)c3ccccc3c2=O)CC1 | 5 | -3 | 3 | 2.1 | 22 | 0 | -5 | 8
COc1cc(S(=O)(=O)N2CCCCC2)ccc1NC(=O)/C=C/c1ccccc1 | 14 | 2 | 8 | -0.8 | 3 | -1 | -6 | 0
COc1ccc(CCN2CC(C(=O)NCc3cc(C)on3)CCC2=O)cc1 (centres undefined) | -10 | -1 | -6 | -0.6 | 3 | 0 | -5 | 1
CCOC(=O)Cn1c(=O)c2c(nc3n2CCCCN3c2ccc(C)cc2)n(C)c1=O | 7 | 7 | -9 | 0.4 | 5 | -2 | 2 | 8
Cc1nc(CS(=O)(=O)c2ccc(Cl)cc2)cc(N2CCOCC2)n1 | -5 | -3 | 0 | 0.6 | 22 | 5 | -8 | 21
COc1ccc(NC(=O)CSc2nnc(C)s2)cc1S(=O)(=O)N1CCOCC1 | -3 | -3 | -9 | -1.4 | -1 | 0 | -11 | -13

Next part; it opens with the 3 that closed the last part.
SMILES | EBI2 block | A3A deaminase | CXCR6 inh | MPTP inh | CCR6 antagonist | NR3A LBD binder | A3G deaminase | Gli-Sufu block
CCOC(=O)Cn1c(=O)c2c(nc3n2CCCCN3c2ccc(C)cc2)n(C)c1=O | 7 | 7 | -9 | 0.4 | 5 | -2 | 2 | 8
Cc1nc(CS(=O)(=O)c2ccc(Cl)cc2)cc(N2CCOCC2)n1 | -5 | -3 | 0 | 0.6 | 22 | 5 | -8 | 21
COc1ccc(NC(=O)CSc2nnc(C)s2)cc1S(=O)(=O)N1CCOCC1 | -3 | -3 | -9 | -1.4 | -1 | 0 | -11 | -13
CCCc1nnc(NC(=O)c2ccncc2)s1 | -2 | -1 | 2 | -0.5 | -8 | 3 | -4 | -4
O=[N+]([O-])c1ccccc1N=NNc1ccccc1 | 4 | nt | 3 | 0.1 | 16 | 3 | nt | 47
CNC(=O)COc1ccc(S(=O)(=O)Nc2ccc(OC)cc2)cc1 | -3 | 3 | 0 | -1.8 | -7 | -1 | -4 | 1
O=C1CN=C(Nc2ccc(Cl)cc2)N1c1ccccc1 | 4 | 3 | 6 | 0.6 | 15 | 0 | 1 | -23
NC(=O)Nc1ccc(C(=O)OCC(=O)Nc2cccc(S(=O)(=O)NC3=NCCCCC3)c2)cc1 | -4 | 5 | 2 | -1.5 | -3 | 0 | 1 | 9
Cn1cccc1Cc1nnc(SCC(=O)Nc2ccc3c(c2)OCO3)n1-c1ccc(F)cc1 | 0 | -2 | -2 | -1.8 | 11 | 3 | -5 | -2
CCN(C[C@H]1N[C@@](CC)(C(=O)OC)[C@H]2C(=O)N(Cc3ccccc3)C(=O)[C@@H]12)C(=O)c1ccc(F)cc1 | -2 | -5 | -7 | 0.5 | 8 | -1 | -5 | -1
O=C(O)c1ccc(CSc2nc3ccc(NC(=O)c4ccccc4C(=O)O)cc3s2)cc1 | -10 | -3 | -6 | 0.7 | -10 | 1 | -8 | 0
Cc1ccc(OCc2n[nH]c(=S)n2-c2ccccc2)cc1C | 1 | -3 | -2 | 2.7 | -4 | 0 | 8 | 3
Cc1cc(C)c2sc(N(CCN(C)C)C(=O)CCS(=O)(=O)c3ccccc3)nc2c1 | 3 | 3 | 12 | 1.6 | 4 | -1 | 19 | 4
COc1ccc2[nH]c(C)c(C(=O)CN3CC(C)OC(C)C3)c2c1 (centres undefined) | -1 | -2 | 7 | -2.3 | -6 | -1 | -4 | 6
COc1ccc(C(=O)N2CCN(c3ccc(C(C)=O)cc3F)CC2)cc1S(=O)(=O)NC1CC1 | -6 | -4 | -1 | -1.6 | -2 | -2 | -11 | -7
CC(C)Cn1c(=O)c2c(nc3n2CCCN3Cc2ccccc2)n(C)c1=O | -5 | -6 | 8 | -0.8 | 25 | -3 | 10 | -3
Cc1ccc(C)c(OCCn2cc(/C=C(/C#N)C(=O)NCC3CCCO3)c3ccccc32)c1 (centres undefined) | 36 | 0 | 4 | 0.1 | 24 | -1 | -3 | 2
CNC(C)C(=O)NC(C(=O)N1CCCC1C(=O)NNc1ccccc1)C(C)C (centres undefined) | -9 | 1 | 3 | -0.4 | 1 | 0 | 3 | 13
Cc1ccc(-n2nc(-c3cccnc3)cc2C(=O)N2CCOCC2)c(C)c1 | 2 | 1 | 2 | -0.3 | 3 | 0 | -2 | 3
CCN(C(=O)c1ccc2c(=O)n3c(nc2c1)CCCCC3)c1ccccc1C | -5 | -4 | 1 | -0.5 | 0 | 0 | -7 | 10
CN1CCC(N(C)S(=O)(=O)c2ccc(NC(=O)COc3ccc(F)cc3Cl)cc2)CC1 | 4 | 79 | 12 | -1.4 | 1 | 0 | 31 | 19
C#CCOc1ccc(/C=N/O)cc1Cl | -12 | -1 | 1 | -0.9 | -1 | 1 | -8 | -9
CN(c1ccc(O)cc1)c1nc(O)c(C2=c3ccccc3=NC2=O)s1 | 3 | 5 | 21 | 5.1 | 31 | -8 | 4 | -16
CCC1=NN2C(=N)/C(=C\c3ccc(OCCOc4ccccc4OC)cc3)C(=O)N=C2S1 | -2 | -6 | 0 | -4.0 | 19 | -9 | 1 | 14
COc1ccc(OC(=O)c2cnn(-c3ccccc3)c2C)cc1 | 13 | 2 | 3 | -3.8 | 12 | 0 | 2 | -23
NC(=O)CSc1nc(-c2ccccc2)nc2ccccc12 | -10 | -5 | 1 | -1.4 | 21 | -1 | -8 | -12
N#Cc1c(NC(=O)COC(=O)c2nccnc2N)sc2c1CCCC2 | -4 | 2 | -5 | -1.1 | 3 | 0 | -4 | -10
COc1cc(C(=O)c2cocc2C(=O)c2ccc3c(c2)OCO3)cc(OC)c1OC | 4 | nt | 5 | -0.4 | 6 | 0 | nt | 17

Further results:
SMILES | EBI2 block | A3A deaminase | CXCR6 inh | MPTP inh | CCR6 antagonist | NR3A LBD binder | A3G deaminase | Gli-Sufu block
CC1=NN(C(=O)c2ccccc2Cl)C(O)(c2ccccc2)C1 (centres undefined) | -11 | -5 | 0 | 0.2 | 7 | 3 | -5 | -5
COc1cccc(OC)c1C(=O)Nc1ccc(NC(=O)c2ccco2)cc1 | -11 | 3 | 2 | -1.2 | -2 | 1 | -6 | 7
CN(C1CCCCC1)S(=O)(=O)c1ccc2[nH]c(=O)oc2c1 | 1 | -1 | -1 | 2.8 | -2 | 3 | -6 | -44
COCCN(C(=O)CCC(=O)Nc1cc(C)on1)C(C(=O)NC1CCCC1)c1ccccc1F (centres undefined) | 9 | 1 | -2 | 0.6 | 23 | -1 | -1 | -3
CC1CCc2nc(NC(=O)CN3CCN(c4ccccc4)CC3)sc2C1 (centres undefined) | 3 | -4 | 10 | -9.0 | 2 | -1 | -4 | 2
CC1CCCC(NC(=O)COC(=O)CCc2ccccc2)C1C (centres undefined) | 0 | -2 | -5 | -4.3 | -2 | -13 | -11 | -6
CCN(CC)S(=O)(=O)c1ccc(NS(=O)(=O)c2ccc(F)cc2)cc1 | -2 | 1 | -4 | -2.6 | 14 | 0 | -3 | 26
O=C(CCCCCn1c(=S)[nH]c2cc3c(cc2c1=O)OCO3)N1CCN(c2ccccc2)CC1 | 9 | -2 | 3 | 1.1 | 30 | 2 | -1 | 4
COC(=O)c1ccc(C23CC4(C2)[C@H](CN(Cc2cccnc2)[C@@H]4c2ccccc2)C3c2ccccc2)cc1 (some centres undefined) | 11 | -4 | 19 | -0.6 | 4 | 2 | -4 | 7
COc1ccc(C(C)=O)cc1COC(=O)CCCN1C(=O)c2ccccc2C1=O | -15 | 0 | 0 | -2.6 | 3 | 0 | -3 | -4
CN(Cc1ccccc1)C(=O)C(=O)c1cn(CC(=O)N2CCCC2)c2ccccc12 | 1 | -3 | 1 | -0.8 | -4 | 2 | -6 | -1
Cc1ccnc(NC(=O)C2CCN(S(=O)(=O)c3c(C)c(C)cc(C)c3C)CC2)c1 | 12 | -3 | 1 | 0.1 | 17 | -9 | -7 | -19
Cc1nonc1OCCn1nnnc1N | -14 | 1 | -4 | 0.0 | 11 | 1 | -3 | -28
O=S(=O)(Cc1ccccc1)NCC1CCCO1 (centres undefined) | -22 | -5 | -3 | -0.8 | 13 | -2 | -5 | -8
N#Cc1nc(Cc2cccc3ccccc23)oc1NCc1ccc2c(c1)OCO2 | 10 | -4 | -3 | -0.6 | 11 | -2 | -5 | -5
